Screening data as filed in PubChem BioAssay.
HIF-2a block: inhibitors of HIF-2a; inhibition, % at 18.8 µM; 786-0 RCC cells HIF-2a reporter, luciferase luminescence, overnight; 360,000 compounds, 0.72% hits;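 active = inhibition of the luminescence signal of 40% or more relative to plate controls, in a single-dose primary screen at 18.75 µM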
KKLEB tox: CF airway cell cytotoxicity counter-screen | KKLEB CF airway cells viability, ATPlite luminescence, overnight; active compounds read low; cells stimulated with P. aeruginosa culture filtrate | activity change (cytotoxicity), % at 5 µM | 360,000 compounds, 0.36% hits;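 active = corrected activity change at or below -50% at 5 µM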
CF NFkB block: inhibitors of cystic fibrosis induced NF-kB | KKLEB NF-kB-GFP reporter, PAF-induced, GFP fluorescence overnight | inhibition, % at 5 µM | 360,000 compounds, 0.86% hits | AID 588850;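 active = at least 50% inhibition at 5 µM, scaled per plate between neutral and stimulator controls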;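 note: PAF is a Pseudomonas aeruginosa culture filtrate used as stimulus; plate controls were PAF-stimulated DMSO wells for no effect and unstimulated DMSO wells for full effect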
Shn3 3UTR inh: inhibitors of Schnurri-3 3'UTR reporter in osteoblasts; Clone20 osteoblast Shn3 3'UTR firefly luciferase, 24 h; inhibition, % at 12.5 µM; 360,000 compounds, 0.52% hits; AID 588674;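 active = mean inhibition of at least 75% with every replicate also reaching 75%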;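 note: 0% = median of neutral control wells and 100% = pilot-screen positive control compound; some compounds past the cut are filed as inactive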
Peg3 prom inh: Peg3 promoter activity inhibition. HeLa PEG-Prom luciferase reporter, luminescence, overnight. 360,000 compounds, 1.7% hits. inhibition, % at 20 µM. AID 588405;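 active = inhibition of at least 50% at 20 µM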
TROY NFkB inh: TROY signaling inhibition; 360,000 compounds, 0.98% hits; Q293 LMP1-TROYcd NF-kB luciferase reporter, 4 h; inhibition, % at 10 µM;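 active = compounds whose plate-normalised and pattern-corrected inhibition of the luciferase reporter signal at the single screening dose is 50% or more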
TWEAK-Fn14 inh: blocks TWEAK-Fn14 interaction in a reporter cell assay. 360,000 compounds, 2% hits. inhibition, % at 10 µM. TWEAK-stimulated Fn14 reporter cells, luciferase luminescence, 8 h; in the data active = inhibition above about 50%
TRAIL sens C8: caspase-8 TRAIL sensitization; NB7+C8 cells + TRAIL, ATPlite viability luminescence; inhibition (viability loss, TRAIL sensitization), % at 10 µM; 360,000 compounds, 1% hits;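 active = compounds causing at least 50% loss of cell viability in the single-dose screen, relative to plate controls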
NR2E3 ag-1: agonists of human nuclear receptor NR2E3 | AID 2300 | inhibition of corepressor binding, % at 4.78 µM | Q9Y5X4 | GST-NR2E3/biotin-RetCOR TR-FRET, 1536-well | 320,000 compounds, 0.12% hits;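 active = percent inhibition above the cutoff of mean plus 3 SD of all tested compounds, set per screening campaign, cut at about 20% in these data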;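 note: 0% = DMSO wells and 100% = biotin wells as full block of FRET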
Target sequence (Q9Y5X4 whole entry, looked up): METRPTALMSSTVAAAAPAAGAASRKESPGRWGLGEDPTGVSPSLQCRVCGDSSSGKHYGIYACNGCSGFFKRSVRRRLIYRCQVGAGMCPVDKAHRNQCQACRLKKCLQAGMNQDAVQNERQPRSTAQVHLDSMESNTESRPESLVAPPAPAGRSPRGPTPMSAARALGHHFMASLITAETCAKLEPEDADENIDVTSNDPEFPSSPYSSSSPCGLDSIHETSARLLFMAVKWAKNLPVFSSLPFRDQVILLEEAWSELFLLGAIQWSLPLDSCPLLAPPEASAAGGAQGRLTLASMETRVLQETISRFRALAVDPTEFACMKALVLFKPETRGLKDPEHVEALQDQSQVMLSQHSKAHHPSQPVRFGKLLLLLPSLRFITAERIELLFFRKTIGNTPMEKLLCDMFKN
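System: GST-tagged NR2E3 plus biotinylated RetCOR corepressor; Amount: 1.35 nM GST-tagged NR2E3 final; Dosing: single nominal compound dose of 4.8 µM; Schedule: 5 h incubation at 4 °C; Technique: TR-FRET with europium anti-GST and streptavidin-D2, 340 nm excitation; Controls: biotin wells as high control, 0.6% DMSO wells as low control.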
MITF TRPM1 inh: MITF TRPM1 promoter inhibition in SK-MEL-5 cells; SK-MEL-5 TRPM1 promoter luciferase, 24 h; inhibition, % at 12.5 µM; 330,000 compounds, 0.83% hits; AID 488899;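 active = mean inhibition across replicates of 60% or more, whatever share of single replicates reaches that level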; note: values of inactives mirror those of a sister screen read the other way
NR2E3 ag-2: agonists of human NR2E3 nuclear receptor; Q9Y5X4; inhibition of corepressor binding, % at 3.98 µM; 360,000 compounds, 0.35% hits; AID 602229; CHO-S Gal4-NCOR/VP16-NR2E3 two-hybrid, luciferase;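 active = inhibition above the mean of all tested compounds plus 3 SD, cut at about 70% in these data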;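 note: 0% = DMSO with NR2E3 transfected cells and 100% = cells lacking NR2E3 construct; higher means lower luciferase signal from less NR2E3 corepressor binding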
The depositor's hits bear a star; x = not tested or not shown.

structure,HIF-2a block,KKLEB tox,CF NFkB block,Shn3 3UTR inh,Peg3 prom inh,TROY NFkB inh,TWEAK-Fn14 inh,TRAIL sens C8,NR2E3 ag-1,MITF TRPM1 inh,NR2E3 ag-2
O=C(Nc1nc2ccccc2n1Cc1ccccc1)c1ccc(COc2ccccc2[N+](=O)[O-])o1,7,-68*,46,33,28,-31,-1,16,0,24,-15
COC(=O)Cc1csc(Nc2ccc(F)c(Cl)c2)n1,9,5,15,-4,-8,-21,-14,0,-3,-26,-4
Cc1ccsc1CNC12CC3CC(CC(C3)C1)C2,8,4,-6,-1,11,14,-4,13,2,6,4
O=C1/C(=C/c2ccccn2)SC(=S)N1CCc1ccccc1,-42,2,-18,8,-47,-31,-4,3,2,0,-4
O=C(O)c1cccc(S(=O)(=O)Nc2ccc3c(c2)CCC3)c1,23,4,8,-4,-12,-7,2,-13,x,3,-15
CCOC(=O)CSc1nnc(CNc2cccc(Cl)c2)n1C,14,3,9,-11,2,-20,-11,-14,2,11,-4
CSc1ccccc1C(=O)OCC(=O)NC1CCCCCCC1,-2,-10,3,16,2,-23,-6,6,x,x,6
O=C(c1nc2ccc(Cl)cn2c1CNCCc1cnccn1)N1CCCCCCC1,11,0,-5,-2,-1,3,-5,6,-3,2,7
O=S(=O)(Nc1ncccn1)c1ccc(NC(=S)Nc2ccc(Cl)cc2)cc1,-50,4,-6,61,-15,-7,-4,2,-5,-7,2
COc1ccc(OC)c(/C=C/C(=O)OCC(=O)N2C(C)CCCC2C)c1 (stereo not drawn),-31,25,-23,-17,-20,-3,-14,-1,x,17,14
COC(=O)Cn1cc(/C=C/c2cc[n+](C)cc2)c2ccccc21,14,-16,-4,-14,7,0,10,6,-7,10,-6
Cc1c(O)ccc(/C=N/Nc2ncccc2[N+](=O)[O-])c1O,-185,3,8,55,-133,32,32,39,2,-24,-84
CC(=O)c1ccc(NC(=O)CNCC(c2ccccc2)N(C)C)cc1 (stereo not drawn),-4,10,-11,1,5,17,-11,-11,-2,-7,-16
Cc1nn(-c2ccccc2)c(C)c1C1C(C#N)=C(N)Oc2n[nH]c(C)c21 (stereo not drawn),21,-2,3,8,17,-6,-2,-5,3,4,5
Cc1cc(C)c(C2C(C#N)=C(N)Oc3n[nH]c(C)c32)cc1CN1CCCC1 (stereo not drawn),15,-2,20,9,-3,2,7,-30,2,0,-7
CC(=O)Nc1ccc(SCC(=O)NCCc2ccc(F)cc2)cc1,2,2,7,5,-4,9,12,-12,1,14,-10
Cc1nc2cc(NCc3ccccc3O)ccc2n1Cc1ccccc1,-69,-15,19,-3,-95,10,-17,8,-1,-47,-16
CCc1ccccc1NC(=O)CCN1C(=O)C2C3CCC(C3)C2C1=O (stereo not drawn),2,22,-2,10,9,-5,10,3,2,5,3
CCOc1ccc(N(C)S(=O)(=O)c2ccc3[nH]cc(C(=O)NCC4CCCO4)c(=O)c3c2)cc1 (stereo not drawn),9,-3,6,4,7,6,10,-4,0,5,-16
Cc1c(NC(=O)CN2CCN(C(c3ccccc3)c3ccccc3)CC2)c(=O)n(-c2ccccc2)n1C,20,-3,-4,14,-5,-2,15,-8,3,5,-6

structure,HIF-2a block,KKLEB tox,CF NFkB block,Shn3 3UTR inh,Peg3 prom inh,TROY NFkB inh,TWEAK-Fn14 inh,TRAIL sens C8,NR2E3 ag-1,MITF TRPM1 inh,NR2E3 ag-2
O=C(Cn1c(NCCCCl)nc2ccccc21)c1ccccc1,8,-14,5,0,-10,7,9,3,0,-6,-5
Nn1c(SCC(=O)Nc2ccc3c(c2)OCCO3)nnc1-c1ccncc1,-2,12,2,-15,0,10,-6,-11,0,1,-4
Cc1cc([N+](=O)[O-])ccc1NC(=O)COc1nsnc1N1CCOCC1,11,1,-12,8,-2,-3,-6,-2,2,-7,-1
COc1cc(NC(=O)CN(C)S(=O)(=O)c2ccc(C)cc2)cc(OC)c1,21,6,-14,5,21,-4,10,11,3,16,-8
CN(CC(=O)N1CCCCC1)S(=O)(=O)c1cccc2nsnc12,8,14,-15,-11,9,4,3,9,5,-8,16
Cc1ccccc1NC(=O)C(C)n1c2ccccc2c2nc(=O)cc(C)n21 (stereo not drawn),10,-4,-2,9,-2,24,6,1,5,1,-6
CC12CCC(C(=O)Nc3ccccc3Cl)(C(Br)C1=O)C2(C)C (stereo not drawn),16,10,2,0,12,5,-10,6,1,-12,-12
O=C(Cn1cc2c(n1)CCCC2)NC1CCCCCC1,-21,3,13,8,-25,-13,1,-9,5,-6,-18
CCCCc1ccc(NC(=O)CC(C)C)cc1,-187,9,12,-10,-221,-50,-16,5,-1,-69,-48
CCOC(=O)CSc1c(-c2cccs2)[nH]c2ccccc12,13,5,3,16,24,-7,17,-14,1,4,4
CCC(C(=O)OCC(=O)N1C(C)CCCC1C)c1ccccc1 (stereo not drawn),-8,11,-10,-3,-8,4,13,-6,2,-4,-15
COc1ccc(NC2CC(=O)N(CCc3ccccc3)C2=O)cc1 (stereo not drawn),-134,-3,-1,-28,-119,-27,-10,-5,-3,-61,-7
Cc1cc(C)c(NC(=O)CCCN2CCOCC2)c(C)c1,1,9,-12,-28,11,-11,-4,-11,-1,-3,3
O=C(Cc1ccccc1)n1nc(-c2ccco2)nc1SCc1ccccc1,2,0,1,-43,-93,19,5,0,0,-25,-25
COc1cc(C2C(C(=O)c3ccc(C)o3)=C(O)C(=O)N2c2cc(C)on2)cc(OC)c1OC (stereo not drawn),16,-8,18,-9,15,5,17,8,-2,-1,-3
CC(C)CNC(=O)COC(=O)Cc1ccc(Cl)cc1,20,13,-4,-6,0,-4,5,8,-2,8,-16
CC(=O)Nc1cc(-c2cccc(C(=O)N(C)C)c2)cn2c(-c3ccc(C(C)=O)cc3)cnc12,5,-12,16,2,24,9,6,10,x,x,-3
COc1ccc(NS(=O)(=O)CC23CCC(CC2=O)C3(C)C)cc1 (stereo not drawn),14,-1,17,2,12,1,7,-12,0,2,-4
O=C1CC(O)(c2ccccc2)C(c2ccccc2)=C1c1ccccc1 (stereo not drawn),29,2,7,8,25,9,13,1,1,6,-10
CN(Cc1ccccc1)c1ncnc(N)c1[N+](=O)[O-],11,-9,67*,17,-5,27,34,0,2,-25,9

structure,HIF-2a block,KKLEB tox,CF NFkB block,Shn3 3UTR inh,Peg3 prom inh,TROY NFkB inh,TWEAK-Fn14 inh,TRAIL sens C8,NR2E3 ag-1,MITF TRPM1 inh,NR2E3 ag-2
Cc1noc(C)c1S(=O)(=O)NC(=O)C1(C)CCN1C(=O)CC(c1ccccc1)c1ccccc1 (stereo not drawn),9,10,-2,6,12,2,4,0,x,x,-23
CC1(C)C/C(=N\O)c2cc3c(nc2C1)CCCC3,6,15,6,9,13,-3,18,13,-2,6,-31
CCN(CCn1cccn1)Cc1c(C(=O)N2C[C@@H](C)O[C@@H](C)C2)nc2ccc(Cl)cn12,16,10,2,-10,4,-4,10,-2,0,5,-25
Cc1sc2ncnc(N3CCC(C(=O)Nc4ccc(Cl)c(Cl)c4)CC3)c2c1C,0,1,13,-16,14,29,15,-4,1,-12,-22
COc1ccc(-c2csc(NC(=O)CSc3nc4ccccc4c(=O)[nH]3)n2)cc1,-38,-33,71*,-2,-11,41,-37,-7,2,1,-11
CCOC(=O)c1sc(NC(=O)c2ccc(Br)o2)cc1C,-292,-6,-16,-38,-311,-35,-3,31,1,-98,-165
COc1ccc2[nH]c(=O)c(CN(C(=O)c3ccccn3)C3CCCCC3)cc2c1,-4,-4,-6,6,9,-2,-16,-6,0,-7,-33
Cn1c(CC(=O)Nc2ccccc2F)nnc1SCC(=O)NC1=NCCS1,1,-6,-15,-2,5,5,53*,5,1,6,-11
COc1ccccc1CNC(=O)c1ccc2ccccc2n1,-31,-2,8,-9,-57,-19,8,-1,2,5,-13
O=C(CN1C(=O)c2cccnc2Oc2ccc(Cl)cc21)N1CCCCCC1,3,2,9,19,14,-18,3,26,4,-7,-3
O=C(Nc1ccc(O)c2c(=O)cc(-c3ccccc3Cl)oc12)c1cccs1,-48,-2,-2,2,-67,15,-29,-13,0,-7,-60

An excerpt of these results, with values under each structure.
Every second line gives: HIF-2a block, KKLEB tox, CF NFkB block, Shn3 3UTR inh, Peg3 prom inh, TROY NFkB inh, TWEAK-Fn14 inh, TRAIL sens C8, NR2E3 ag-1, MITF TRPM1 inh, NR2E3 ag-2
CC(C)CNC(=O)COC(=O)Cc1ccc(Cl)cc1
  20, 13, -4, -6, 0, -4, 5, 8, -2, 8, -16
CC(=O)Nc1cc(-c2cccc(C(=O)N(C)C)c2)cn2c(-c3ccc(C(C)=O)cc3)cnc12
  5, -12, 16, 2, 24, 9, 6, 10, x, x, -3
COc1ccc(NS(=O)(=O)CC23CCC(CC2=O)C3(C)C)cc1 (stereo not drawn)
  14, -1, 17, 2, 12, 1, 7, -12, 0, 2, -4
O=C1CC(O)(c2ccccc2)C(c2ccccc2)=C1c1ccccc1 (stereo not drawn)
  29, 2, 7, 8, 25, 9, 13, 1, 1, 6, -10
CN(Cc1ccccc1)c1ncnc(N)c1[N+](=O)[O-]
  11, -9, 67*, 17, -5, 27, 34, 0, 2, -25, 9
Cc1noc(C)c1S(=O)(=O)NC(=O)C1(C)CCN1C(=O)CC(c1ccccc1)c1ccccc1 (stereo not drawn)
  9, 10, -2, 6, 12, 2, 4, 0, x, x, -23
CC1(C)C/C(=N\O)c2cc3c(nc2C1)CCCC3
  6, 15, 6, 9, 13, -3, 18, 13, -2, 6, -31
CCN(CCn1cccn1)Cc1c(C(=O)N2C[C@@H](C)O[C@@H](C)C2)nc2ccc(Cl)cn12
  16, 10, 2, -10, 4, -4, 10, -2, 0, 5, -25
Cc1sc2ncnc(N3CCC(C(=O)Nc4ccc(Cl)c(Cl)c4)CC3)c2c1C
  0, 1, 13, -16, 14, 29, 15, -4, 1, -12, -22
COc1ccc(-c2csc(NC(=O)CSc3nc4ccccc4c(=O)[nH]3)n2)cc1
  -38, -33, 71*, -2, -11, 41, -37, -7, 2, 1, -11
CCOC(=O)c1sc(NC(=O)c2ccc(Br)o2)cc1C
  -292, -6, -16, -38, -311, -35, -3, 31, 1, -98, -165
COc1ccc2[nH]c(=O)c(CN(C(=O)c3ccccn3)C3CCCCC3)cc2c1
  -4, -4, -6, 6, 9, -2, -16, -6, 0, -7, -33
Cn1c(CC(=O)Nc2ccccc2F)nnc1SCC(=O)NC1=NCCS1
  1, -6, -15, -2, 5, 5, 53*, 5, 1, 6, -11
COc1ccccc1CNC(=O)c1ccc2ccccc2n1
  -31, -2, 8, -9, -57, -19, 8, -1, 2, 5, -13
O=C(CN1C(=O)c2cccnc2Oc2ccc(Cl)cc21)N1CCCCCC1
  3, 2, 9, 19, 14, -18, 3, 26, 4, -7, -3

The list is partial; count on the stated rates, not on these rows.
